Compound activity: PubChem BioAssay, National Center for Advancing Translational Sciences (NCATS)
L3MBTL1 block: L3MBTL1 (human) inhibition. Q9Y468. AlphaScreen L3MBTL1–H3K9me1 peptide binding. Potency, µM (titrated, usually from 57.1 µM), for inactives: top-dose activity, negative = inhibition, usual class: inhibitors. 0.66% of 230,000 active. AID 485360; further: potency means the concentration at half of the fitted maximal effect; on the % scale 0 is the no-effect control and ±100 the full control effect; nearly all actives have a fitted effect of over 60% in size
Target sequence (Q9Y468 whole entry, looked up): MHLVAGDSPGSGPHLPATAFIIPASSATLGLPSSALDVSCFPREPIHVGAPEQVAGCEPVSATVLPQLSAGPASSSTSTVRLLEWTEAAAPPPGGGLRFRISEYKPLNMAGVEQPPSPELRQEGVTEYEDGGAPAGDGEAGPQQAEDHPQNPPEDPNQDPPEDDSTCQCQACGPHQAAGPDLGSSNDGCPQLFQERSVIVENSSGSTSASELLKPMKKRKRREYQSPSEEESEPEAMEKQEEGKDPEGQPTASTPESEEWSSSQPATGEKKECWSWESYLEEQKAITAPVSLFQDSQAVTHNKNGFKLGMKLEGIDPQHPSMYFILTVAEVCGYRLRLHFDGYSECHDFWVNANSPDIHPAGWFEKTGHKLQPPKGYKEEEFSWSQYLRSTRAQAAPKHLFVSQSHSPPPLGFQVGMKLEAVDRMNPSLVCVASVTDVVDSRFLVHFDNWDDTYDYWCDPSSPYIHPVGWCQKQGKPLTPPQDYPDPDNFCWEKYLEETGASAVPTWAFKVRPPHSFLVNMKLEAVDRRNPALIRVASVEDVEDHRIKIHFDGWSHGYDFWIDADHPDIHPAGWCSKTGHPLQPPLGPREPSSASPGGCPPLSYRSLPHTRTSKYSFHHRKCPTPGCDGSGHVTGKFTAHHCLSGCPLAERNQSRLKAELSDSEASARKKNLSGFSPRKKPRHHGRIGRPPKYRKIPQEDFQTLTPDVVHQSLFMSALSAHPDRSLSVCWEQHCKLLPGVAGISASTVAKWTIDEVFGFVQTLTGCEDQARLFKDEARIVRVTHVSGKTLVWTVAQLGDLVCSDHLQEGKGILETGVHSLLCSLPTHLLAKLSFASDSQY
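First, the protein-peptide complex forms for 30 min at room temperature (L3MBTL1 50 nM, biotinylated H3K9me1 peptide 75 nM). Next, compounds are pin-transferred and incubated 30 min. Finally, AlphaScreen beads are added and read after 30 min.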
Epigenetic derep: regulators of epigenetic silencing causing reporter derepression in mouse cells; Potency, µM (top dose mostly 53.9 µM), for the others: top-dose GFP activation, actives largely listed as activators; murine LDR cells, GFP reporter derepression, 30 h; 0.2% of 280,000 active; further: potency means the concentration at half of the fitted maximal effect; % of control where 0% means no effect; nearly all actives have a fitted effect of over 60% in size
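Murine LDR cells bearing a silenced CMV-driven GFP reporter were exposed to compound for 30 h at 37 C. After PBS washes, GFP-positive cells (20-120 um objects) counted by laser-scanning microplate cytometry.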
NPSR antag: antagonists of human neuropeptide S receptor cAMP signaling; AID 1461; Potency, µM (doses to about 38.3 µM), without a hit: top-dose activity change, negative = inhibition, most hits filed as inhibitors; CHO-NPSR cells, cAMP TR-FRET, antagonist mode; 1% of 220,000 active; Q6W5P4; further: potency means the concentration at half of the fitted maximal effect; on the % scale 0 is the no-effect control and ±100 the full control effect; nearly all actives have a fitted effect of over 50% in size; many of its hits are not listed in these tables
IMPase Li cell: membrane-permeable IMPase blocker, potentiated with lithium. CHO-M1 cells, IP1 TR-FRET (IP-One), carbachol + lithium. Potency, µM (series often up to 59.4 µM), for inactives: at the top dose activity, negative = IMPase inhibition, actives largely listed as inhibitors. 0.35% of 210,000 active. AID 1457;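 further: IP1 builds up when IMPase is blocked and the TR-FRET signal falls; potency means the concentration at half of the fitted maximal effect; plate controls were basal vehicle for no effect and high inhibitor control for full effect; nearly all actives have a fitted effect of over 50% in size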
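Steps: plate 2000 CHO-M1 cells per well and culture 16–30 h; add compound and lithium; incubate 30 min, 37C; add d2-IP1 tracer and Eu cryptate anti-IP1 antibody in lysis buffer; read after 10 min at room temperature.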
HTT aggregate: reduces HttQ103-GFP aggregates in PC12 cells; PC12 HttQ103-GFP aggregates, Acumen cytometry, 40 h; Potency, µM (titrated, usually from 46.1 µM), for inactives: at the top dose activity change, negative = inhibition, most hits filed as inhibitors; 1.1% of 220,000 active; AID 1688; further: potency means the concentration at half of the fitted maximal effect; on the % scale 0 is the no-effect control and ±100 the full control effect; nearly all actives have a fitted effect of over 60% in size
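Inducible Q103 Huntingtin exon 1–GFP PC12 line, 1500 cells/well in phenol red free DMEM with 5% equine and 5% calf serum. Tebufenozide 100 nM induced expression; compounds titrated; aggregates quantified by cytometry.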
Luc counter: blocks Kinase-Glo luciferase, a counter-screen artifact | Q27757 | Kinase-Glo luciferase, ATP luminescence, 8 min | Potency, µM (titrated, usually from 38.3 µM), for the others: top-dose activity change, negative = inhibition, most hits filed as inhibitors | 0.28% of 200,000 active; further: potency means the concentration at half of the fitted maximal effect; on the % scale 0 is the no-effect control and ±100 the full control effect; nearly all actives have a fitted effect of over 60% in size
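Compounds were added to a substrate mix at pH 7.2 (50 mM imidazole, 10 uM ATP, within the enzyme's linear range), followed by Kinase-Glo detection reagent; luminescence was measured after 8 minutes at ambient temperature.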
CBFb-RUNX1 inh: blocks binding between human CBF-beta and RUNX1; Potency, µM (titrated, usually from 59.8 µM), without a hit: top-dose activity, negative = inhibition, most hits filed as inhibitors; AlphaScreen CBFb-His/RUNX1-biotin binding, biochemical; Q01196+Q13951; 230,000 tested, under 10 active; further: % of control where 0% means no effect
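Bead-based AlphaScreen assay; binding partners His-tagged CBF-beta and biotinylated RUNX1 at 30 nM each. Compound exposure 15 min after a 20-min protein preincubation; bead step 90 min; all steps at room temperature.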
Starred values were filed as active, the others as inactive; ? = inconclusive; nt = not tested or not shown; & = joins results of further samples; [ ] = another dose, or the depositor's remark. The call rests on the fitted dose curve; in most records, active means well fitted curve in the direction sought with a large enough effect; inconclusive means small, poorly fitted or top-dose-only effect, or another doubt; inactive means no such curve, though single readings can be large; an effect the other way counts as inactive or inconclusive.

Compound,L3MBTL1 block,Epigenetic derep,NPSR antag,IMPase Li cell,HTT aggregate,Luc counter,CBFb-RUNX1 inh
COC(=O)c1ccc(CSc2nnc(Nc3cccc(OC)c3)s2)o1,1%,-0.9%,-9%[46.1 µM],0%[38.3 µM],5%,0%,-8%
O=C(CCC1N=C2c3ccccc3N=C(SCC(=O)NCc3ccco3)N2C1=O)NCc1ccco1 (stereo unspecified),nt,1.1%,-1%,6%,-7%,-1%,-18%
COc1ccc(C2C(C#N)=C(C)NC3=C2C(=O)CC(C)(C)C3)c(OC)c1 (stereo unspecified),-4%[11.4 µM],1.8%,-4%[46.1 µM],-1%[38.3 µM],-7%,-1%,13%
Cc1cc2ccccc2c(=O)[nH]1,5%[11.4 µM],0.0%,1%[46.1 µM],28%[38.3 µM],2%,-1%,11%
COc1cccc(-c2ccc3ncnc(NC4CCNCC4)c3c2)c1,nt,-1.4%,nt,13%,nt,-4%,nt
CCC1Sc2ccccc2N(CC(=O)NCCC2=CCCCC2)C1=O (stereo unspecified),nt,0.1%,-25%[46.1 µM],4%[38.3 µM],?,-4%,1%
O=C(NCc1n[nH]c(=S)n1-c1cccc(C(F)(F)F)c1)c1ccc(S(=O)(=O)N2CCCC2)cc1,nt,-0.3%,-1%,4%,0%,nt,1%
CC#CCN1c2ccccc2[C@]23C[C@@H](C(=O)OC)N(S(=O)(=O)c4ccc([N+](=O)[O-])cc4)C2=NC(C(=O)OC)=C(C(=O)OC)[C@H]13,nt,nt,nt,4%,nt,0%[7.66 µM],2%[13.1 µM]
Cc1cc(OCCCCCN2CCCC2)ccc1Cl,-8%[11.4 µM],-0.3%,12%,12%,13%,0%,8%
CCN(CCn1cccn1)C(=O)CC1C(=O)NCCN1Cc1cccc(OC)c1OC (stereo unspecified),56%[activator],1.1%,-10%,4%,14%[9.22 µM],1%,1%
COc1ccc(NC(=S)NCCNC(C)=O)cc1,-3%[11.4 µM],-1.2%,10%,-7%,12%,2%,-2%
CCc1ccc(C(=O)COC(=O)CNC(=O)c2ccco2)cc1,4%,0.1%,-13%[46.1 µM],-14%[38.3 µM],-4%,1%,3%
Cn1c(=O)oc2cc(S(=O)(=O)N3CCc4ccccc43)ccc21,-12%,0.1%,-4%,nt,-17%[9.22 µM],nt,4%
CCN1CCN(CC(=O)Nc2ccccc2)C(=O)C1=O,nt,-2.9%,4%[46.1 µM],1%[38.3 µM],17%,-5%,-2%
Cc1cccc(CNc2cc(-c3cccc(C#N)c3)ncn2)c1,nt,-0.8%,nt,20%,nt,-1%,nt
CC(=O)Nc1ccc(S(=O)(=O)N(C)c2ccccc2)cc1,12%,1.0%,-4%[46.1 µM],-5%[38.3 µM],3%,15%,-5%
O=C(O)c1cc(NCc2cccs2)ccc1N1CCOCC1,2%,0.8%,-6%[46.1 µM],20%[38.3 µM],-8%[9.22 µM],-1%,-1%
COCC(=O)Nc1ccc(C(C)C)cc1,nt,0.5%,-2%[46.1 µM],55%[activator][38.3 µM],4%,-7%,2%
Cn1c(=O)c2c(nc(SCC(=O)O)n2Cc2cccc(C(F)(F)F)c2)n(C)c1=O,8%,1.8%,-5%[46.1 µM],18%[38.3 µM],-12%,-3%,15%
CCOc1ccc(CCNC(=O)C2CCCN(S(=O)(=O)c3c(C)n[nH]c3C)C2)cc1OCC (stereo unspecified),-12%,-2.2%,-21%[46.1 µM],nt,?,nt,7%
CC1(C)CC2CC(C)(CN2C(=O)NC(=O)c2ccccc2)C1 (stereo unspecified),2%,1.0%,25%,2%,-7%,2%,4%
CCCCn1nnnc1NCc1cc(OC)c(OC)cc1OC,9%,-0.7%,-8%[46.1 µM],6%[38.3 µM],?,11%,2%
COCc1cc(/C=N\NC(=O)COc2ccccc2)ccc1OC,1%,-1.2%,3%,3%,8%,0%,-6%
CCC(CO)NCc1sccc1C (stereo unspecified),-14%,1.1%,2%,32%,20%[9.22 µM],-3%,-5%
CNC(=O)COc1ccc(Cl)c2cccnc12,10%,6.6%,14%,-10%,28%,-1%,3%
Cc1nn(C)c(Oc2ccc(Cl)cc2)c1C(=O)O,8%,-8.7%,-5%[46.1 µM],9%[38.3 µM],12%,3%,6%
CCCCCN(C(=O)NC(=O)Nc1ccc(C)cc1C)S(C)(=O)=O,1%,-1.4%,2%,-4%,19%,1%,-3%
COc1ccc(-c2cc(=O)c3c(OC)c(OC)c(OC)c(OC)c3o2)cc1OC,3%,-0.9%&0.0%&2.3%,39%&5%,15%&19%,-14%,0%&0%,0%
COC(=O)Cn1c2ccc(C)cc2c2nc(C)sc21,2%,-0.4%,-12%[46.1 µM],-5%[38.3 µM],-2%,-1%,-1%
Cc1cc(-n2c(C)cc(C(=O)CCl)c2C)no1,-6%,?,-6%,9%,?,4%,4%
COc1ccccc1C(=O)N1CCC(N2CCN(c3ccccc3)CC2)CC1,7%,0.1%,-27%,nt,16%[9.22 µM],nt,6%
COc1ccc(CN2CCNC(=O)C2CC(=O)N(C)Cc2ccccn2)cc1OC (stereo unspecified),14%,-1.1%,-28%,-4%,-3%[9.22 µM],0%,0%
COc1ccc(Cl)cc1NC(=O)NC1CCCCC1,nt,-3.0%,-9%[46.1 µM],8%[38.3 µM],7%[9.22 µM],6%,2%
Cc1ccc(NC(=O)c2nnn(-c3cc(C)cc(C)c3)c2N)cc1,-1%,-1.9%,-15%[46.1 µM],10%[38.3 µM],-30%,-2%,1%
S=C1NC2(CCCCC2)NN1c1ccccc1,8%,-1.5%,2%,-7%,-5%,0%,-2%
CNC(=O)c1ncnnc1N(C)C(=O)NCc1ccccc1,2%,0.0%,2%[46.1 µM],7%[38.3 µM],12%,-2%,-2%
Cc1ccc(CNC(=O)COc2ccc(C(=O)c3ccc(F)cc3)cc2)cc1,8%,3.9%,-1%[46.1 µM],1%,?,-1%,0%
COc1ccc(N2CCN(C(=O)CSc3nnc4n3C(C)(C)Cc3ccccc3-4)CC2)cc1,0%,0.9%,-26%[46.1 µM],-2%[38.3 µM],?,14%,3%
COCCN(C(=O)CSc1nc2nc(C)cc(C)n2n1)c1c(N)n(Cc2ccccc2)c(=O)[nH]c1=O,nt,2.5%,7%,-12%,-2%,0%,1%
Cc1cccc(OCCSc2nncn2C)c1,nt,-1.8%,6%,-1%,10%,0%,1%
Cc1c(C)[n+](=O)c2c(n1[O-])CCC2,3%,5.8%,5%[7.67 µM],1%[38.3 µM],-13%,13%,-2%
COc1cc2ncnc(NCc3ccccc3)c2cc1OC,-7%,0.0%,3%[46.1 µM],14%,?,-4%,2%
O=C1CC(C(=O)Nc2cccc3ccccc23)C2(CCCC2)O1 (stereo unspecified),-1%,-1.1%,-5%[46.1 µM],-5%[38.3 µM],-8%,-3%,-1%
CCCCC(=O)Nc1ccc(C(=O)NCCCn2ccnc2)cc1,5%,-0.2%,-20%[46.1 µM],34%[38.3 µM],6%,0%,-20%
c1ccc(CSc2nnc(SCc3ccccn3)s2)nc1,-5%,1.0%,1%[46.1 µM],11%[38.3 µM],20%,-4%,-3%
CNC(=O)c1[nH]cnc1C(=O)N[C@@H](C)C(=O)OC(C)(C)C,4%,4.0%,-22%,-7%,1%[9.22 µM],nt,10%
CSCCC(NC(=O)OC(C)(C)C)C(=O)NC(C(=O)NC(CC(C)C)C(N)=O)C(C)C (stereo unspecified),nt,-1.1%,-1%[46.1 µM],26%[38.3 µM],15%,-6%,8%
COc1cccc(-c2nnc(SCCC(=O)O)n2C)c1,nt,0.0%,13%[46.1 µM],11%[38.3 µM],-3%,-3%,14%
CC(=O)c1c(C)[nH]c(C(=O)N(CCc2ccccc2)Cc2ccccc2)c1C,nt,-0.4%,-27%,9%,-11%,nt,-5%
Nc1nc(NCCCN2CCOCC2)nc(Nc2ccc(F)cc2)c1[N+](=O)[O-],1%,0.0%,1%,16%,?,-2%,1%
CCOP(=O)(OCC)C(Nc1cccc([N+](=O)[O-])c1)c1ccc(N(C)C)cc1 (stereo unspecified),?,-0.6%,-21%,nt,0%[9.22 µM],nt,-14%
C=CCc1cc(Cl)ccc1OCCOCCNC(C)(C)C,8%,7.0%,-12%,15%,-6%[9.22 µM],2%,-3%
Nc1ccccc1SC1CC(=O)N(c2ccc3c(c2)OCCO3)C1=O (stereo unspecified),nt,0.1%,-16%,nt,-2%[9.22 µM],nt,6%
O=C(O)C1C2C=CC(C2)C1C(=O)OCc1ccccc1 (stereo unspecified),-14%,2.2%,-10%[46.1 µM],26%[38.3 µM],20%,1%,0%
O=C(Nc1ccc(Cl)cc1-c1nc2ccccc2s1)c1ccco1,19%,0.8%,?,nt,-1%,nt,13%
COc1cc(/C=N/N2CCN(c3ccccc3OC)CC2)ccc1O,-2%,0.9%,-13%[46.1 µM],7%,-10%,-4%,3%
CCOC(=O)CNC(=S)SC,7%,0.8%,-22%,nt,20%[9.22 µM],nt,6%
COc1cc(C(=O)NCc2ccc3c(c2)cc(C)n3C)cc(OC)c1OC,nt,-3.7%,-3%,5%,19%,2%,-1%
Cc1cc(=O)[nH]c(SCC(=O)N(CCC#N)c2ccccc2)c1C#N,10%,-1.4%,-2%,-5%,-10%,0%,-9%
Cc1cccc(OCc2nnc(NC(=O)Cc3cccs3)s2)c1,-9%,-2.0%,5%[46.1 µM],-9%,-5%,3%,-12%

(more compounds)
Compound,L3MBTL1 block,Epigenetic derep,NPSR antag,IMPase Li cell,HTT aggregate,Luc counter,CBFb-RUNX1 inh
O=C(O)c1ccccc1C(=O)c1ccc(N2CCOCC2)c([N+](=O)[O-])c1,9%,2.1%[10.1 µM],9%,0%,-1%[9.22 µM],4%,?
CCn1c(SCC#N)nc2ccccc2c1=O,-2%,-0.3%,7%,nt,8%[9.22 µM],nt,3%
CCCn1nc(NC(=O)C2CCCO2)c2cc3cc(C)ccc3nc21 (stereo unspecified),nt,0.7%,-6%[46.1 µM],3%[38.3 µM],1%,-5%,4%
CCOc1nc(OCC)c2cnn(C)c2n1,17%,0.2%,5%[7.67 µM],nt,-14%[9.22 µM],nt,2%
O=C1N=C(N2CCCCC2)SC1=C1CCCC1,-2%,-4.9%,-10%[46.1 µM],-1%[38.3 µM],-7%,-13%,-4%

A portion of the library; count on the stated rates, not on these rows.
